Compound activity as filed in PubChem BioAssay.
TNAP inh noacc: blocks human TNAP activity with no phosphate acceptor present; P05186; purified TNAP, CDP-star luminescence, 30 min; inhibition, % at 20 µM; AID 1012; hit rate 0.26% among 200,000;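 active = tissue-nonspecific alkaline phosphatase inhibition above about 50% at 20 µM in the single-dose screen, limit read from the data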;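 note: 0% = DMSO negative control and 100% = EDTA positive control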
PMI act satM6P: PMI (human) activation, high substrate; activation factor at 20 µM; coupled PMI enzyme assay, resazurin fluorescence, 20 min; stronger effect = higher value; 1 = untreated enzyme, 0 = substrate-free blank; P34949; hit rate 0.34% among 190,000;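 active = activation factor of 2 or more at 20 µM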
Target sequence (P34949 whole entry, looked up): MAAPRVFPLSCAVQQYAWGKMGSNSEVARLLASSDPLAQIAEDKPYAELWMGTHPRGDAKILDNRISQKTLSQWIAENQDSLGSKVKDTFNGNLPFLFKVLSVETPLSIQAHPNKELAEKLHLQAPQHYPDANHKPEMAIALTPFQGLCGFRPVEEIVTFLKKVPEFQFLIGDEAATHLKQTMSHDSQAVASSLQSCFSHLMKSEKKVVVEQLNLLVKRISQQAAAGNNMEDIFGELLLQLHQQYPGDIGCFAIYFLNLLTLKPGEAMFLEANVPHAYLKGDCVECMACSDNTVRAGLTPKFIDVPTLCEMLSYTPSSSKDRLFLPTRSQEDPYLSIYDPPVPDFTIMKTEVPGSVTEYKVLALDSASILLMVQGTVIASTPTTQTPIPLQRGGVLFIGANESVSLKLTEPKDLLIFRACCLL
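test system = human PMI in coupled enzyme assay | medium = HEPES-buffered pH 7.4 with magnesium and detergent | also added = 1.0 mM mannose-6-phosphate substrate with 0.22 mM NADP+ | compound = 20 µM single dose | times = 20 min incubation at room temperature | measured by = resorufin fluorescence (Ex 544/Em 590 nm) from resazurin via diaphorase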
bIAP activator: intestinal alkaline phosphatase (bovine) activation; purified bovine IAP, CDP-star luminescence, 30 min; stronger effect = higher value; fold of DMSO-control signal, blank-subtracted; activation factor at 20 µM; hit rate 0.17% among 200,000; AID 1016;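 active = activation factor of 2 or more at 20 µM, a signal rise over negative controls twice the positive control's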
NF-kB expr up: raises NF-kB expression in human neuronal cells | hit rate 1.6% among 190,000 | NF-kB reporter expression; stronger effect = higher value | fold change at 12.5 µM; in the data active = fold change above about 3.3
TNAP inh hi DEA: TNAP (human) inhibition, high acceptor; P05186; purified TNAP, CDP-star luminescence, 1 M DEA; inhibition, % at 20 µM; hit rate 0.03% among 200,000; AID 1135;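 active = over 50% inhibition of tissue-nonspecific alkaline phosphatase at 20 µM in the single-dose screen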;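 note: plate controls were DMSO wells for no effect and EDTA-quenched wells as full inhibition for full effect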
TNAP act hiacc: TNAP (human) activation, high acceptor; 200,000 tested, under 10 active; AID 1136; activation factor at 20 µM; P05186; purified TNAP, CDP-star luminescence, 1 M DEA, 30 min; stronger effect = higher value; 0 = EDTA background, 1 = DMSO-only activity;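 active = activation factor at least 2 at 20 µM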
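Assay system: human TNAP; Input: enzyme diluted 1/800 final; Reagent: CDP-star luminogenic substrate at 100 µM final; Timing: 30 min, room temperature; Signal: luminescence; Evaluation: TNAP activation factor scaled between EDTA and DMSO control wells.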
FLuc act counter: affects firefly luciferase, flagging false hits in luciferase stimulation screens. P08659. ATPlite luciferase biochemical, luminescence, 10 min; 0 = ATP-free wells, 1 = DMSO control. activation factor at 10 µM. 200,000 tested, under 10 active. AID 1027;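 active = luciferase activation factor, scaled between plate controls, of at least 2 with compound at 10 µM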
Target sequence (P08659 whole entry, looked up): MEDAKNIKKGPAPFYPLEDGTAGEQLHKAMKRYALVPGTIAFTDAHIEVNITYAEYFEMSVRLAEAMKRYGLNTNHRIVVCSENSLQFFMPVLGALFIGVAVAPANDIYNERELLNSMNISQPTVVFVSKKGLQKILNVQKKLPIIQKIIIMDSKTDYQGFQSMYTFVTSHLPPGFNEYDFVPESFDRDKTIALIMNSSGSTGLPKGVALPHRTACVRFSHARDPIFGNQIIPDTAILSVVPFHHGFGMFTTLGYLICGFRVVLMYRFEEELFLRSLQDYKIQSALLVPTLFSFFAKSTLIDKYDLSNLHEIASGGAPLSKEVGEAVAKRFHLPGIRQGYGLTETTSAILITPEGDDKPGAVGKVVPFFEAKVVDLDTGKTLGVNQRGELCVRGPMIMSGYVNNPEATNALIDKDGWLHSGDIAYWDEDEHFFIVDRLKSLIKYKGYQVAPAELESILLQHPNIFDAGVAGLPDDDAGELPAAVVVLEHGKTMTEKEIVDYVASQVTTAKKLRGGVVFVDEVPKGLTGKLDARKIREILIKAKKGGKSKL
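Assay system: Luciferase/luciferin detection reagent, cell-free biochemical luciferase assay / Read-out: luciferase activation / Benchmarks: No-ATP low control, compound-free enzyme-plus-ATP high control / Medium: PBS buffer for ATP / Detection: luminescence measurement of luciferase light output / Schedule: 10 min at ambient temperature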
APP 5'UTR act: activates APP 5'UTR luciferase reporter; SH-SY5Y APP 5'UTR luciferase reporter, luminescence; zero percent = DMSO vehicle wells; hit rate 1% among 190,000; activation, % at 2 µM;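 active = activation above a set limit, based on mean plus 3 SD of controls, cut at about 140% in these data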; note: values of inactives mirror those of a sister screen read the other way
PMI activator: increases human mannose-6-phosphate isomerase activity; hit rate 0.005% among 190,000; purified human PMI, coupled resazurin fluorescence, 20 min; stronger effect = higher value; 1 = vehicle control, 0 substrate-free wells; AID 1214; P34949; activation factor at 20 µM;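 active = activation factor of 2 or more at 20 µM, relative to plate controls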
FLuc inhib CS: counter-screen for luciferase assay inhibitors: firefly luciferase inhibition. P08659. ATPLite firefly luciferase biochemical luminescence, 10 min. inhibition, % at 10 µM. hit rate 1.5% among 200,000. AID 1006;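 active = inhibition above about 50% when tested at 10 µM, limit read from the data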
The depositor's hits bear a star; . = not tested or not shown.

SMILES	TNAP inh noacc	PMI act satM6P	bIAP activator	NF-kB expr up	TNAP inh hi DEA	TNAP act hiacc	FLuc act counter	APP 5'UTR act	PMI activator	FLuc inhib CS
CCn1cc(C(=O)OCC(=O)Nc2cccc(S(=O)(=O)N3CCOCC3)c2)c(=O)c2ccc(C)nc21	-12	0.9	0.8	0.65	-2	1	1.1	-4	0.9	-5
CSc1ccc(C#N)cc1NC(=O)c1ccc(Cl)cc1Cl	-10	0.8	0.9	1.2	1	1	1	-1	0.8	-2
CC(=O)c1cc(-c2ccccc2)n(CCC(=O)NC(C)(C)C)c1C	-14	0.9	1.1	1.4	-4	1	1	-6	1	-2
Cc1cc(C)cc(NC(=O)CSc2nc3c(oc4ccccc43)c(=O)n2-c2ccccc2)c1	-5	1	0.8	0.67	-1	1	1	3	0.9	2
Cc1ccccc1-n1c(-c2ccoc2C)n[nH]c1=S	3	0.9	0.9	1.1	-2	1	0.9	2	1	14
O=C(CCC(=O)N1CCN(S(=O)(=O)c2ccc3ccccc3c2)CC1)Nc1cc(Cl)cc(Cl)c1	3	1	1.1	0.79	-6	1.1	1	25	0.9	-1
CCC(NC(=O)NCc1ccc2c(c1)OCO2)(C(F)(F)F)C(F)(F)F	-6	1	0.5	1.1	3	1	1	18	0.9	5
COc1ccc(OC)c(NC(=O)CNC(=O)c2ccc([N+](=O)[O-])cc2)c1	-13	1	1	1	-5	1.1	1.1	-17	1	-6
CCOC(=O)C(C(=O)OCC)C(C(=O)OCC)N1CCOCC1 (stereo not drawn)	-13	1	1	1.4	-4	1	1	-2	1	2
O=C1C(=Cc2ccco2)C(=O)c2ccccc21	-2	1.1	0.8	1.1	14	0.9	0.8	17	1.2	16
Cc1cc(C)c(OCC(=O)N/N=C/c2ccc3c(c2)OCO3)c(C)c1	-10	1.1	0.9	1.2	-4	1	1.1	-7	1	-8
Cc1ccc2occ(/C=C/C(=O)O)c(=O)c2c1	-7	0.9	0.9	1	-4	1	1.1	-5	1	-8
COc1ccc(-c2cn(-c3ccc(C)cc3)c(=O)n2CC(=O)Nc2ccc(OC)cc2OC)cc1	-16	0.9	1	1.1	-5	1	1.1	-12	0.9	-6
O=C(Cc1ccccc1)Nc1ccccc1C(=O)N1CCCCCC1	-14	1.1	1.2	1.2	-4	1	1	-3	1.1	-4
CCOc1ccc(CCNC(=O)Cc2nn[nH]n2)cc1OCC	-5	0.9	0.9	1.1	3	1	1	12	0.9	-3
COc1cccc(C2c3c(C)nn(-c4ccc([N+](=O)[O-])cc4)c3N=C3C(=O)Nc4ccccc4N32)c1 (stereo not drawn)	12	0.8	1	0.5	8	0.9	1	-6	0.9	-2
COc1cc(/C=N/N2CCOCC2)ccc1OC(=O)c1ccco1	-5	0.9	1	1.2	1	1	1	16	1	2
Cc1ccc(C)c(-n2c(SCC(=O)Nc3nnc(C)s3)nnc2-c2ccoc2C)c1	-12	1	1	1	-8	1.1	1.1	19	0.9	-5
CC(C)CC(=O)NCCc1ccncc1	-22	1	0.9	0.96	-3	1	1	-17	1	-3
O=C1c2cccc3cccc(c23)C(=O)N1CCN1CCN(CC(O)COc2ccccc2)CC1 (stereo not drawn)	6	1	0.8	0.55	7	0.9	1.1	-11	1	-5
CCN(CC)C(=O)N1CCC(NC(=O)c2ccccc2)CC1	3	1.1	0.9	1.4	-4	1	1.1	3	1.1	-7
Cc1ccccc1Cn1cnc2c(nnn2Cc2ccc(F)cc2)c1=O	-3	1	1	1	-3	1	1.1	12	1	-6
O=C(CCc1nc(-c2ccccc2F)no1)NC1CCN(Cc2ccccc2)CC1	-5	1.1	1	0.69	-11	1.1	1	-5	1.1	-2
Cc1occc1C(=O)N/N=C/C1=C(N2CCOCC2)C(=C\c2ccc(Cl)cc2Cl)/CC1	-5	1	0.8	1.4	-3	1	1	86	1	-1
CC1CN(C(=O)c2cccc(C(=O)N3CC(C)OC(C)C3)c2)CC(C)O1 (stereo not drawn)	-6	0.9	0.9	1	-4	1	1	6	1	-4
(further entries)
SMILES	TNAP inh noacc	PMI act satM6P	bIAP activator	NF-kB expr up	TNAP inh hi DEA	TNAP act hiacc	FLuc act counter	APP 5'UTR act	PMI activator	FLuc inhib CS
O=C(NCCCN1CCOCC1)C(=O)NCc1ccc(Cl)cc1	-4	0.9	1	1.2	-2	1	1	-1	0.9	-2
CCOC(=O)CC(NC(=O)c1ccco1)c1ccc(OC)cc1 (stereo not drawn)	-13	0.9	1	1.1	-6	1.1	1	-11	0.9	-4
COC(=O)c1ccc(NC(=O)CSc2nncn2C)cc1	-12	0.9	0.9	1.5	-7	1.1	1.1	-2	0.9	-6
CCOC(=O)C1C(C)N=C2SCC(=O)N2C1c1cccc(Br)c1 (stereo not drawn)	-15	1	1	1.2	-8	1.1	1.1	-30	1	-8
CSc1cccc(NC(=O)CSc2ncccc2C(=O)Oc2cccc([N+](=O)[O-])c2)c1	3	0.9	0.9	1.2	0	1	1	-9	0.9	0
Cc1cc(C)n(C(=O)CCC2COc3ccccc3O2)n1 (stereo not drawn)	-7	1	0.9	1.2	1	1	1.1	7	0.9	-8
COc1ccc(OCC(=O)N/N=C(/C)Cc2ccccc2)cc1	0	1	0.9	0.86	2	1	1	6	1	-4
CCCCN1CN=C(Nc2nc3ccccc3o2)NC1	-8	0.9	1.1	1.8	1	1	1	19	0.9	1
CCn1c(COc2ccc(Cl)cc2)nnc1SCc1ccc(C#N)cc1	-9	1	1	1	-5	1.1	1	3	1	-4
CCC(C(=O)NC1CCCC1)N(Cc1cccs1)C(=O)Cn1nnc(-c2ccc(OC)c(OC)c2)n1 (stereo not drawn)	-27	0.9	0.9	0.43	-6	1.1	1	.	0.9	-5
CC(=O)Nc1ccc(NC(=O)CN(c2ccc([N+](=O)[O-])cc2)S(=O)(=O)c2ccccc2)cc1	-9	1	0.9	.	-9	1.1	1.1	5	0.9	-9
CC(=O)/C(=N/Nc1ccccc1)Sc1nnc(CCc2ccccc2)n1-c1ccccc1	-24	0.9	1	1.1	2	1	1	4	0.9	0
CC(/C=C/c1ccc(N(C)C)cc1)=N\N=C1\NC(=O)CC(C(=O)Nc2ccccc2)S1 (stereo not drawn)	-15	0.8	1	1	3	1	0.8	18	0.8	21
O=c1nc(NC2CCCC2)ccn1Cc1cccc(Br)c1	-8	1	0.9	1.1	-8	1.1	1.1	-9	1	-9
O=C(N/N=C/c1ccc(Br)o1)/C(=C/c1ccc([N+](=O)[O-])cc1)NC(=O)c1ccccc1	8	0.9	0.9	1.2	1	1	1.1	6	0.9	-6
COc1ccccc1C1C=C(c2ccc(Cl)cc2)Nc2nc(N3C(=O)CCC3=O)nn21 (stereo not drawn)	-7	1.2	1.2	0.96	-3	1	1	-7	1.2	-1
Cc1cc(O)ccc1N=Cc1c(C(F)(F)F)[nH][nH]c1=O	3	0.4	1	0.94	0	1	1	10	0.8	-1
CC(C)(C)NS(=O)(=O)c1ccc(N2C(=O)c3ccccc3C2=O)cc1	-8	1	1	1.4	-2	1	1	20	1	-3
CC1=NN(C(=O)CCc2ccccc2O)C(O)(C(F)(F)F)C1 (stereo not drawn)	-7	1	0.9	1.1	-5	1.1	1.1	-9	0.9	-6
CCc1ccc(-c2cc(C(F)(F)F)n3nc(C(=O)Nc4c(C)nn(Cc5ccccc5Cl)c4C)cc3n2)s1	-5	0.8	1	1.1	-6	1.1	1.1	-6	0.8	-6
Cn1c(=O)n(C)c2cc(NS(C)(=O)=O)ccc21	-10	0.8	1	1.1	-4	1	1	6	0.9	-4
COc1c([N+](=O)[O-])c(=O)oc2ccccc12	-10	1.2	0.8	0.99	-5	1	1	-4	1.1	-3
C=C(C)CSc1nc2nc(C)cc(C)n2n1	-8	0.9	0.9	1.2	-3	1	1.1	22	0.9	-9
Nc1nncn1C(=O)c1ccccc1Cl	8	0.9	0.8	1.2	-4	1	1.1	-6	0.9	-6

Structures shown so far with an aryl methoxy group (nine):
SMILES	TNAP inh noacc	PMI act satM6P	bIAP activator	NF-kB expr up	TNAP inh hi DEA	TNAP act hiacc	FLuc act counter	APP 5'UTR act	PMI activator	FLuc inhib CS
COc1ccc(OC)c(NC(=O)CNC(=O)c2ccc([N+](=O)[O-])cc2)c1	-13	1	1	1	-5	1.1	1.1	-17	1	-6
COc1ccc(-c2cn(-c3ccc(C)cc3)c(=O)n2CC(=O)Nc2ccc(OC)cc2OC)cc1	-16	0.9	1	1.1	-5	1	1.1	-12	0.9	-6
COc1cccc(C2c3c(C)nn(-c4ccc([N+](=O)[O-])cc4)c3N=C3C(=O)Nc4ccccc4N32)c1 (stereo not drawn)	12	0.8	1	0.5	8	0.9	1	-6	0.9	-2
COc1cc(/C=N/N2CCOCC2)ccc1OC(=O)c1ccco1	-5	0.9	1	1.2	1	1	1	16	1	2
CCOC(=O)CC(NC(=O)c1ccco1)c1ccc(OC)cc1 (stereo not drawn)	-13	0.9	1	1.1	-6	1.1	1	-11	0.9	-4
COc1ccc(OCC(=O)N/N=C(/C)Cc2ccccc2)cc1	0	1	0.9	0.86	2	1	1	6	1	-4
CCC(C(=O)NC1CCCC1)N(Cc1cccs1)C(=O)Cn1nnc(-c2ccc(OC)c(OC)c2)n1 (stereo not drawn)	-27	0.9	0.9	0.43	-6	1.1	1	.	0.9	-5
COc1ccccc1C1C=C(c2ccc(Cl)cc2)Nc2nc(N3C(=O)CCC3=O)nn21 (stereo not drawn)	-7	1.2	1.2	0.96	-3	1	1	-7	1.2	-1
COc1c([N+](=O)[O-])c(=O)oc2ccccc12	-10	1.2	0.8	0.99	-5	1	1	-4	1.1	-3
